LMPTP block: LMPTP (human) inhibition; AID 651560; 360,000 compounds, 0.22% hits; recombinant LMPTP-A, OMFP fluorogenic substrate, fluorescence intensity; P24666; inhibition, % at 20 µM;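 active means compounds that cut the enzyme signal by at least half of the control window in the single-dose screen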;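 further: plate controls were DMSO wells with enzyme plus substrate for no effect and substrate without enzyme for full effect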
Target sequence (P24666 whole entry, looked up): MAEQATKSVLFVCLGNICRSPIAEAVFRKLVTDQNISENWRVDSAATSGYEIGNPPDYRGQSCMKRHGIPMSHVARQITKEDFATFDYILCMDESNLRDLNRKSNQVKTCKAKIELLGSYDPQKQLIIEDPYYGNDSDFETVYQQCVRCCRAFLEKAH
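Buffer or medium: Bis-Tris pH 6.0, DTT, detergent; Assay system: LMPTP-A enzyme; Quantity: 0.625 nM enzyme; Detection: endpoint fluorescence intensity; Times: 50 min dark incubation at room temperature; Controls: substrate-only low control, DMSO enzyme-plus-substrate high control; Doses: single 20 µM dose; Read-out: percent inhibition versus substrate-only and uninhibited controls; Reagent: 400 µM OMFP.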
Scp-1 inhibitor: inhibitors of human Scp-1 phosphatase. Q9GZU7. Recombinant Scp1, phosphopeptide, malachite green phosphate absorbance. inhibition, % at 20 µM. 340,000 compounds, 0.88% hits. AID 493091;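 active means inhibition above about 50% at 20 µM, limit read from the data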;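 further: plate controls were DMSO wells with enzyme for no effect and wells lacking enzyme for full effect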
Target sequence (Q9GZU7 76-261 limits assumed): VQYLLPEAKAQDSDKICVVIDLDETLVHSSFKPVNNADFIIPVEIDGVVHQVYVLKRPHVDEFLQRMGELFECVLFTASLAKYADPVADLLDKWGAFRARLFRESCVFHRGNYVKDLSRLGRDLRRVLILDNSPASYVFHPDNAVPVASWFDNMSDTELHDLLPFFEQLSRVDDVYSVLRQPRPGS
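Incubation: 45 min enzyme reaction at room temperature / System: truncated SCP-1 phosphatase (76-261aa) / Reagent: Phospho 17-mer peptide substrate / Buffer or medium: Acidic Tris acetate buffer with magnesium and detergent / Signal: absorbance at 630 nm / Doses: one concentration, 20 µM, with 1.0% DMSO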
DNMT1 block: DNMT1 (human) enzyme inhibition; DNMT1 molecular beacon, Hinp1I cleavage, fluorescence; inhibition (reported as % activation of signal), % at 10 µM; 360,000 compounds, 0.83% hits; in the data active means inhibition above about 50%
PABP1 MLLE inh: inhibitors of microRNA-mediated deadenylation, human PABP1 MLLE binding. P11940. GST-MLLE / FITC-PAM2 fluorescence polarization. inhibition, % at 20 µM. 360,000 compounds, 0.36% hits. AID 588489; in the data active means inhibition above about 35%, passing the limit was not always enough;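 further: plate controls were DMSO wells with GST-MLLE for no effect and wells lacking GST-MLLE protein for full effect; some results filed as inactive read as strong as hits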
SUMO1-SIM PPI: SUMO1-SIM interaction modulation; P63165; SUMO1 binding to a labelled peptide, TR-FRET, 1 h; inhibition, % at 20 µM; 360,000 compounds, 0.33% hits; AID 602429; in the data active means inhibition above about 37%
CSN deneddyl inh: blocks human CSN-mediated cullin deneddylation. Q92905. Purified CSN, SCF-Nedd8-OG deneddylation, fluorescence polarization. inhibition, % at 12.5 µM. 360,000 compounds, 0.38% hits;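 active means pattern-corrected inhibition above about 35%, with an unprinted fluorescence ratio check between 0.5 and 1.5, limit read from the data, passing the limit was not always enough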;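 further: 0% = enzyme with substrate and 100% = substrate without enzyme; some results filed as inactive read as strong as hits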
Target sequence (Q92905 whole entry, looked up, one chain of several): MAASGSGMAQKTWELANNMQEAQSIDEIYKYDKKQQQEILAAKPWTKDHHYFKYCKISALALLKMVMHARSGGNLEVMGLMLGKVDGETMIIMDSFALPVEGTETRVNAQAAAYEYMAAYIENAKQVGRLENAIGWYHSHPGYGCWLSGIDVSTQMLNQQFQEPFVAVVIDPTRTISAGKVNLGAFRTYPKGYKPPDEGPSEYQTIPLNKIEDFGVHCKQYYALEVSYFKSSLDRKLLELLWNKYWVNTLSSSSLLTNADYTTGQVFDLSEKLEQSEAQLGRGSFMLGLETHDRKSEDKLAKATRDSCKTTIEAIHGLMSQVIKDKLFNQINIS
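Assay system: purified human Csn5 enzyme expressed in HEK293T cells; Input: 0.24 nM Csn5 enzyme, final concentration; Reagent: 10 nM SCFSkp2-Nedd8OG; Compound dosing: 12.5 µM single point; Times: reaction 90 min, room temperature; Technique: fluorescence polarization readout.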
TbMetRS inhib: Trypanosoma brucei MetRS inhibition | AID 624268 | 360,000 compounds, 0.4% hits | inhibition, % at 11.9 µM | purified T. brucei MetRS, ATP depletion, Kinase-Glo luminescence;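 active means inhibition above a per-plate cutoff of the control wells' mean inhibition plus 3 SD, cut at about 5.5% in these data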;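 further: 0% = DMSO wells median and 100% = median of wells with control inhibitor compound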
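assay system = parasite MetRS enzyme | timing = 15 min preincubation, 2 h reaction, all 25 °C | evaluation = percent inhibition relative to median high and low control wells | medium = HEPES buffer containing pyrophosphatase, BSA, spermine, DTT | compound = single dose, 11.9 µM final nominal, 0.9% final DMSO | detection = Kinase-Glo luminescence, ATP depletion format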
Rpn11 inh: Rpn11 (human) deubiquitinase inhibition; O00487; calls only at 20 µM; human 26S proteasome, Ub4-pepOG fluorescence polarization; 20S core pre-blocked with epoxomicin; 360,000 compounds, 0.59% hits;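 active means inhibition at 20 µM, scaled to each plate's controls, above about 33%, limit read from the data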
Target sequence (O00487 whole entry, looked up): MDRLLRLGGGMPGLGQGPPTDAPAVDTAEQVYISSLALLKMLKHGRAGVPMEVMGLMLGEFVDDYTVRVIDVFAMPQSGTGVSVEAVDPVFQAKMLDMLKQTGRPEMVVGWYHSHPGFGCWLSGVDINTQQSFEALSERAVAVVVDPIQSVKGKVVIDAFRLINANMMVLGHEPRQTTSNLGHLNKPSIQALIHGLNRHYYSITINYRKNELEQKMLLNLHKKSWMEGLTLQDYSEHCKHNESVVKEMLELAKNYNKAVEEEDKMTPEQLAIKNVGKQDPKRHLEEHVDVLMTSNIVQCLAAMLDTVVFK
STEP block: STEP (human) phosphatase inhibition | P54829 | recombinant STEP, OMFP fluorogenic substrate, fluorescence | inhibition, % at 20 µM | 360,000 compounds, 0.25% hits | AID 588621;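 active means inhibition at 20 µM, scaled per plate between control wells, above about 37%, limit read from the data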;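 further: 0% = DMSO with enzyme and substrate and 100% = substrate only without enzyme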
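System: isolated STEP enzyme; schedule: 20 min enzyme reaction at room temperature, protected from light; medium: Bis-Tris buffer pH 6.0, 2.5 mM DTT, 0.005% Tween 20; signal: fluorescence, 480/540 nm; dosing: single compound dose of 20 µM, 1% DMSO final; also added: OMFP substrate, 25 µM final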
NadD inh: NadD (S. aureus) enzyme inhibition; inhibition, % at 20 µM; AID 602399; purified NadD enzyme, colorimetric absorbance read-out; 360,000 compounds, 0.78% hits; in the data active means inhibition above about 26%; further: some compounds past the cut are filed as inactive
* = called active by the depositor; i = inactive; · = no result given.

no.	smiles	LMPTP block	Scp-1 inhibitor	DNMT1 block	PABP1 MLLE inh	SUMO1-SIM PPI	CSN deneddyl inh	TbMetRS inhib	Rpn11 inh	STEP block	NadD inh
1	CC(C)Sc1nc2[nH]ncc2c(=O)[nH]1	-0.5	-5	-1	-8	6	0	-0.8	i	0	-1
2	CC(C)OCCCNC(=O)c1ccc(CS(=O)(=O)Cc2ccccc2F)o1	-0.6	-2	0	4	6	-2	0.2	i	-1	2
3	O=C(COC(=O)c1ccc(OC(F)F)cc1)NCc1cccs1	0.4	-5	-5	-4	5	-1	-0.2	i	1	-4
4	CC(C)c1ccc(C(=O)NN2C(=O)C3CCCCC3C2=O)cc1 (centres undefined)	-0.7	-4	1	-6	2	-3	-0.9	i	3	0
5	CSc1ccc(CCNC(=O)c2nn(C)c3c2CS(=O)(=O)c2ccccc2-3)cc1	1.6	-14	-1	-5	3	-2	0.1	i	0	-11
6	CCOC(=O)N1CCC(NCc2c(C(=O)N(C)Cc3ccccc3)nc3ccccn23)CC1	-0.9	-15	1	16	2	-3	-1.3	i	0	-1
7	CSc1nc(-c2ccccc2)c2cc(Cl)ccc2n1	0.5	-7	3	6	1	-1	-0.3	i	1	-1
8	CCc1nn(CC(=O)NCCCN2CCN(CC)CC2)c(=O)c2cc3occc3n12	-3.1	-1	2	-2	1	0	-0.4	i	3	-1
9	CON/C=C(\C=Nc1ccccc1)c1ncc(C(F)(F)F)cc1Cl	1.9	-5	2	-6	-2	-3	-1.2	i	2	-3
10	COCCCn1cnc2oc3nc4ccccc4nc3c2c1=O	-1.5	6	3	-8	-31	1	-0.1	i	0	2
11	CCCCNC(=O)c1ccccc1C(=O)NCCCC	-3.1	-3	2	-5	-1	3	0.9	i	-4	-1
12	Cc1nc(SCc2nc3ccc(C(F)(F)F)cc3[nH]2)c2oc3ccccc3c2n1	2.0	1	-16	-12	11	6	0.3	i	3	26
13	COc1ccc(OC)c(CCNC(=O)CN2C(=O)CC(C)(C)S(=O)(=O)c3ccccc32)c1	0.9	-8	-1	-9	5	-2	-0.1	i	0	3
14	C[C@H]1CN=C(N(C)C)N1CC1CCCC1	-3.1	1	-3	1	0	2	-0.4	i	0	-2
15	COc1ccc(N2CC(C(=O)Nc3nc(-c4ccccc4)c(C(C)=O)s3)CC2=O)c(OC)c1 (centres undefined)	0.0	3	-4	-1	-12	3	-0.6	i	2	-3
16	COc1ccc(S(=O)(=O)N2CCC(C(=O)N3CCCC3)CC2)cc1Cl	-1.1	2	0	2	1	1	-0.3	i	-2	1
17	Cc1nn(C(C)C(=O)NCc2cccs2)c(=O)c2nn(-c3ccccc3)c(C)c12 (centres undefined)	-0.8	-7	4	-11	-3	0	-0.6	i	0	0
18	CCCCNC1=CC(=O)C(=O)c2ccccc21	3.2	-1	-4	5	-9	48*	3.2	i	5	2
19	Cc1cc2nc(C)n(CCCN)c2cc1C	-2.2	-9	3	7	0	3	-0.6	i	-1	7
20	O=C(Cn1[nH]c(=O)c2ccccc2c1=O)N1CCN(S(=O)(=O)c2ccc(Cl)cc2)CC1	-1.2	-8	5	4	-1	0	-0.3	i	1	3
21	CC(=O)c1c(C)[nH]c(C(=O)CSc2ccc(F)cc2)c1C	2.6	3	1	-20	5	-3	-0.1	i	-1	-5
22	CCN(CC)S(=O)(=O)c1ccc(NC(=S)NC(=O)C(C)C)cc1	-1.6	-15	-6	22	2	-8	-0.3	i	-3	-5
23	CCOC(=O)c1oc2ccccc2c1CN1CCOCC1	-1.3	-6	2	-4	-3	-1	0.9	i	0	-5
24	COc1ccc2c(C)cc(=O)oc2c1OCC(O)CN1CCOCC1 (centres undefined)	-1.5	·	4	-30	0	2	-0.5	i	-1	-1
25	CSCCC(NS(=O)(=O)c1ccc2c(c1)oc(=O)n2C)C(=O)NC1CCCc2ccccc21 (centres undefined)	0.0	-8	-27	-1	2	2	2.0	i	1	3
26	Cc1cc(NC(=O)Nc2ccc(C)c(C)c2)no1	-1.0	-3	2	-1	0	-6	-0.1	i	0	0
27	Cc1cccc(C)c1NC(=O)C(C1CC1)n1c(-c2ccc(=O)[nH]c2)nc2ccccc21 (centres undefined)	-1.0	·	·	·	1	0	0.2	·	·	·
28	CCC(OC(=O)C1=Cc2ccccc2OC1)C(=O)NC1CCCC1 (centres undefined)	-0.4	10	-2	5	-9	-2	0.1	i	1	-4
29	CSc1ncc(C(=O)Nc2ccc(C)cc2C)c(C)n1	-0.4	-12	-3	-10	-4	1	-0.3	i	1	-3
30	CCN(CC)CCNC(=O)c1ccc(NC(=O)c2ccc(S(=O)(=O)N(C)c3ccccc3OC)cc2)cc1	0.8	-4	-4	18	-11	-2	-0.5	i	2	-4
31	COc1ccc(CNC(=O)C2CCN(c3nccs3)CC2)cc1	-1.4	-6	-5	0	1	0	-0.1	i	-1	4
32	CCCN1Cc2cccc(C(=O)NC(C)c3cccs3)c2C1=O (centres undefined)	1.3	0	1	-1	1	1	-0.6	i	2	-5
33	c1ccc(-c2ccc(C3=Nn4c(nnc4-c4cc(-c5ccccc5)n[nH]4)SC3)cc2)cc1	2.0	-4	21	-21	3	5	-0.3	i	-4	44*
34	CCc1[nH]c(=O)[nH]c1C(C)S(=O)(=O)c1ccc(C)cc1 (centres undefined)	-0.8	-2	1	32	-2	-3	-0.4	i	-1	-1
35	CCN(Cc1ccccc1)S(=O)(=O)c1ccc(S(=O)(=O)N2CCN(C)CC2)cc1	-0.4	-11	-3	-1	1	2	-0.2	i	2	-11
36	O=C1Nc2ccccc2-c2nnnn2C1N1CCC(Cc2ccccc2)CC1 (centres undefined)	1.3	·	·	·	4	2	-0.1	·	·	·
37	CN(C(=O)c1cnc2n(c1=O)CCS2)C1CCCCC1	-0.3	10	5	1	1	-4	-0.7	i	-2	-2
38	CCC(C(=O)NCCCN1CCN(CC)CC1)n1nc(C)n2c(cc3occc32)c1=O (centres undefined)	-3.2	-5	-1	-2	-4	-2	0.5	i	0	1
39	O=C(CCS(=O)(=O)c1ccc(Cl)cc1)N1CCN(c2ccccc2F)CC1	-1.1	-3	1	9	0	1	-0.2	i	0	5
40	O=C(NCc1cccc(C(F)(F)F)c1)c1ccc2sc([C@@H]3O[C@H](CO)[C@H](O)[C@H](O)[C@H]3O)nc2c1	-1.1	·	-1	-4	-5	-1	0.0	i	-1	2
41	CCOc1ccccc1NC(=O)CC(O)(C(F)(F)F)C(F)(F)F	1.1	2	-2	4	-3	-4	0.0	i	-4	2
42	O=C(Nc1ccc2c(c1)Cc1cc([N+](=O)[O-])ccc1-2)C(F)(F)F	2.2	3	2	3	-15	5	0.3	i	-1	3
43	COCc1nnc(NS(=O)(=O)c2c(C)cc(C)cc2C)s1	-2.2	-2	0	6	-1	5	-0.4	i	-3	0
44	COC(=O)c1ccccc1Oc1cc(C(F)(F)F)nc(-c2ccccn2)n1	0.0	-11	0	-14	6	-1	-0.1	i	-4	-7
45	O=C(O)CSc1nnc(-c2cccnc2)n1Cc1ccccc1	-0.9	-1	2	-8	0	1	-1.2	i	-4	3
46	COc1cccc(C(=O)NCCS(=O)(=O)NCCc2ccc(OC)c(OC)c2)c1	0.5	-8	-1	1	4	-4	-0.5	i	3	-4
47	Cc1cccc(N2CCN(C(=S)Nc3ccc4nc(N5CCN(C)CC5)cc(C)c4c3)CC2)c1C	-2.7	1	4	-97	-29	36*	0.8	i	11	-1
48	CN(C)C(=O)CCCc1nc(-c2ccc(Cl)cc2)no1	-1.8	0	0	-1	-1	-3	-0.3	i	-2	-5

Some entries already given, reduced to STEP block and PABP1 MLLE inh:
| cpd | Compound | STEP block | PABP1 MLLE inh |
| --- | --- | --- | --- |
| 6 | CCOC(=O)N1CCC(NCc2c(C(=O)N(C)Cc3ccccc3)nc3ccccn23)CC1 | 0 | 16 |
| 7 | CSc1nc(-c2ccccc2)c2cc(Cl)ccc2n1 | 1 | 6 |

Continued.
no.	smiles	LMPTP block	Scp-1 inhibitor	DNMT1 block	PABP1 MLLE inh	SUMO1-SIM PPI	CSN deneddyl inh	TbMetRS inhib	Rpn11 inh	STEP block	NadD inh
49	COc1ccc(NC(C)=O)cc1NC(=O)c1ccc2ccccc2c1	0.5	-7	2	-8	-7	-2	-0.1	i	2	3
50	COc1ccccc1C(=O)Nc1ccccc1SC(=O)c1ccccc1OC	3.6	-16	16	21	1	6	0.5	i	0	-5
51	CC(CCc1ccccc1)NC(=O)c1ccc(Br)o1 (centres undefined)	-0.6	-5	4	1	2	1	-0.8	i	1	-5
52	COc1ccc(CN2C(=O)C(CC(=O)NCc3cccs3)CC(C(=O)N(C)C)=C2C)cc1 (centres undefined)	-2.6	·	1	17	-5	-4	-0.5	i	-2	-6
53	C=CC(=O)NC(C)(C)CCN1CCOCC1	-0.6	-3	-1	5	2	-3	-0.3	i	0	-3
54	CCOC(=O)CCNCC1COc2ccccc2O1 (centres undefined)	-1.9	-9	5	-7	-1	-2	-1.0	i	5	-1
55	CCCn1c(=NC(=O)c2ccncc2)c(C#N)cc2c(=O)n3cccc(C)c3nc21	-1.4	-8	-2	2	-3	0	-0.4	i	0	-5
56	Cc1ccccc1-c1cc2nc(NCc3ccccc3F)n(C)c(=O)c2s1	2.9	·	-4	11	-1	0	-0.4	i	1	1
57	CC(C)c1ccc(S(=O)(=O)NCCCN2CCOCC2)cc1	-5.1	·	3	5	-1	-1	0.2	i	-2	1
58	O=C1N=C(N2CCN(c3cccc4ccccc34)CC2)S/C1=C/c1cccs1	3.9	-10	7	5	-4	-2	-1.1	i	3	28*
59	COc1ccccc1CC1(C)NC(=O)N(CC(=O)N2CCc3ccccc3C2)C1=O (centres undefined)	-1.7	0	-3	4	-2	-6	-1.0	i	-1	-1
60	CCn1cc(S(=O)(=O)CC(=O)Nc2ccc(C)cc2)c2ccccc21	-1.0	-12	-2	3	-1	-2	-0.7	i	-3	5
61	Cc1cccc(CNC(=O)c2ccc3nc(Cc4ccccc4F)oc3c2)n1	-0.9	4	-1	4	-2	1	0.3	i	-3	-3

Screens: PubChem BioAssay, several laboratories
